EPAC1 ag: activates human EPAC1 exchange factor | O95398 | EPAC1 agonist qHTS, biochemical assay; response scale: 100% = response to 6.5 mM cAMP | Potency, µM (series often up to 154 µM), inactives show top-dose activation, usual class: activators | 0.073% of 360,000 active | AID 720707; also: potency is read from the fitted curve at half-maximal effect; nearly all actives have a fitted effect of over 60% in size
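Normalized to 6.5 mM cAMP, activity reflects EPAC1-catalysed release of BODIPY-GDP from Rap1B, followed kinetically over 30 min at 480 nm excitation, 540 nm emission. Reaction contained 100 nM EPAC1, 250 nM Rap1B-BODIPY-GDP, 50 uM GDP.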
IL2 activator: activates IL-2 in a cell-based reporter assay. IL-2 activation reporter assay, cell-based qHTS; stimulated with anti-CD3/CD4/CD28 beads; in transgenic mouse T cells. activation, % (series mostly up to about 46 µM). 0.065% of 360,000 active; in the data active = activation above about 50%; inconclusive = mostly about 30% to 49%; also: 0% is about no effect
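Unstimulated transgenic mouse T cells; 60-min compound exposure; bead-based TCR/CD4/CD28 stimulation; 18 h culture, 37 degrees C; dual fluorescence (EGFP, DsRed) plate cytometry.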
PI5P4Ka inh: blocks human PI5P4K alpha kinase activity. 1.2% of 330,000 active. P48426. PI5P4Kalpha enzyme, ADP-Glo luminescence, 60 min; hits give low values. max response, %. AID 652105; active = max response of -50% or lower; inconclusive = between -30% and -50%; inactive = -30% or higher; also: value at the top dose of about 77 µM; % is scaled to controls: 0 for no effect and ±100 for the full control effect
Target sequence (P48426 whole entry, looked up): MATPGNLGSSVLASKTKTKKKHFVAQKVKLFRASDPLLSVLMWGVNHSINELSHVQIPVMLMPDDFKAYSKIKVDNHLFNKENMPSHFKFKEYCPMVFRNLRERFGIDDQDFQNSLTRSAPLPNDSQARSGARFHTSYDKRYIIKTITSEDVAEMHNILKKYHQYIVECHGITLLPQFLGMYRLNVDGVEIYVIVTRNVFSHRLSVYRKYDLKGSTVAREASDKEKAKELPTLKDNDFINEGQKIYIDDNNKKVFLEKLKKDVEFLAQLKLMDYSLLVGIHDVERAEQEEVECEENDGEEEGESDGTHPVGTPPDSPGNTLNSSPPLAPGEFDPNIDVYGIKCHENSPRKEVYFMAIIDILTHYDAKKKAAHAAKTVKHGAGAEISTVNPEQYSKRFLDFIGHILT
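Human PI5P4Kalpha with substrate in 0.038 M HEPES pH 7.4, 0.28 mM EGTA, 0.1% CHAPS, 5% DMSO; reaction started with 5 microM ATP (final), 60 min at room temperature. ADP formed read by ADP-Glo luminescence.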
HEK293 tox: cytotoxicity in counter-screen for GLP-1R inverse agonists; HEK293 cAMP-luciferase reporter cells, luminescence, 24 h; AID 624418; Potency, µM (top dose mostly 38.3 µM), for the others: top-dose activity change, negative = inhibition, actives largely listed as inhibitors; 0.13% of 410,000 active;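 also: loss of luciferase light is scored as toxicity; potency is read from the fitted curve at half-maximal effect; % is scaled to controls: 0 for no effect and ±100 for the full control effect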
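Step one: seed cells (200 cells/uL, DMEM with 10% Nu serum, 1% pen-strep). Step two: 12-hour incubation at 37 deg C. Step three: pin 23 nL compound, incubate 24 hr. Step four: add luciferase reagent, read luminescence 12 min later.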
PLK1 PBD block: inhibitors of human PLK1 polo-box domain binding; Potency, µM, without a hit: max response, negative = inhibition, usual class: inhibitors; Plk1 PBD binding of FITC phosphopeptide, fluorescence polarization; 2.8% of 360,000 active; P53350; AID 720504; also: potency is read from the fitted curve at half-maximal effect; series mostly up to about 57 µM; % is scaled to controls: 0 for no effect and ±100 for the full control effect; nearly all actives have a fitted effect of over 65% in size
GLP-1R agonist: activates the human GLP-1 receptor | AID 624172 | HEK293 GLP-1R CRE-luciferase, luminescence, 4-6 h; cells express a hypersensitive GLP-1R form | 0.007% of 380,000 active | Potency, µM (top dose mostly 45.6 µM), without a hit: at the highest dose activation, actives largely listed as activators; also: potency is read from the fitted curve at half-maximal effect; % of control where 0% means no effect
Target sequence (P43220 whole entry, looked up): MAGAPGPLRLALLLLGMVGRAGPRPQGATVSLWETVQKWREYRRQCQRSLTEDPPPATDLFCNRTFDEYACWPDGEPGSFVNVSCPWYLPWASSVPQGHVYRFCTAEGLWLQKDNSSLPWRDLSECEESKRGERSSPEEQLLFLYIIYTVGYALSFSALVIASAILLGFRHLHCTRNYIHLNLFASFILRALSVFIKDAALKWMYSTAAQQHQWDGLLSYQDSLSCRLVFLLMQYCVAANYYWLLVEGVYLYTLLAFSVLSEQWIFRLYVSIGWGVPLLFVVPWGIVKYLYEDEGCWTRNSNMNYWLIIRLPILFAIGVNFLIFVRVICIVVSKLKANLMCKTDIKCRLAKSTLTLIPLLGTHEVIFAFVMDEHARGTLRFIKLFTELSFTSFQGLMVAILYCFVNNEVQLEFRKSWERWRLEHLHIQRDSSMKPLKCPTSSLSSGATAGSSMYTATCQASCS
PTHR1 ag: activates the human parathyroid hormone receptor PTHR1 | AID 743266 | HEK293 GP2 PTHR1 cells, GloSensor cAMP luminescence, 1 h | 0.075% of 410,000 active | Potency, µM (highest dose often 115 µM), without a hit: top-dose activation, hits mostly activators | Q03431; also: potency is read from the fitted curve at half-maximal effect; nearly all actives have a fitted effect of over 55% in size; some results filed as inactive show a strong effect at the top dose; inactives centre near -15; many of its hits are not listed in these tables
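HEK-293-derived GP2 cells expressing PTHR1 and a GloSensor cAMP reporter, 3,000/well, plated overnight, given luciferin plus IBMX (each 0.5 mM as added) for 1 h at 37 °C, then compound for 1 h at 37 °C. Luminescence was read after 15 min at room temperature.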
EPAC1 antagonist: blocks human EPAC1 exchange factor. Potency, µM (highest dose often 115 µM), inactives show at the highest dose activity change, negative = inhibition, usual class: inhibitors. EPAC1 GEF assay, Rap1b-BODIPY-GDP exchange fluorescence. 0.14% of 360,000 active;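 also: potency is read from the fitted curve at half-maximal effect; plate controls were vehicle for no effect and positive control for full effect; nearly all actives have a fitted effect of over 50% in size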
GLP1R inv ag: inverse agonists of human GLP-1 receptor | P43220 | HEK293 GLP-1R CRE-luciferase, luminescence, 24 h; GLP-1R form is constitutively active | Potency, µM (doses to about 38.3 µM), inactives show top-dose activity change, negative = inhibition, usual class: inhibitors | 1.6% of 410,000 active | AID 624417; also: potency is read from the fitted curve at half-maximal effect; % is scaled to controls: 0 for no effect and ±100 for the full control effect; nearly all actives have a fitted effect of over 55% in size
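qHTS in 1536-well format: reporter HEK293 cells expressing constitutive GLP-1R activity in DMEM + 10% Nu serum, 24 hr with compounds at 37 deg C, luminescence read after 12 min with detection reagent.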
* = called active by the depositor; i = inactive; ? = inconclusive; / = not tested or not shown; [ ] = dose if it differs, or a comment. Unless noted, calls follow the shape of the dose curve; as a rule, active = well fitted curve in the direction sought with a large enough effect; inconclusive = small, poorly fitted or top-dose-only effect, or another doubt; inactive = no such curve, though single readings can be large; an effect the other way counts as inactive or inconclusive. Only part of the results is shown, so the mix of outcomes need not match the whole.

The opening 11 records, to show the layout:
SMILES	EPAC1 ag	IL2 activator	PI5P4Ka inh	HEK293 tox	PLK1 PBD block	GLP-1R agonist	PTHR1 ag	EPAC1 antagonist	GLP1R inv ag
CC1(C)Oc2cc3oc(C(=O)O)cc(=O)c3cc2-c2ccccc21	6%	-0.3	?	4%	-11%	-2%	-18%	-1%	6%
COc1ccc(-c2sc3ccc(OC)cc3c2-c2ccc(OC)nc2)cc1	-4%	1.4	19	-13%	?	1%	i	1%	?
CSCCC(NC(=O)c1ccccc1)C(=O)NNC(=O)c1ccccc1 (stereo not drawn)	9%	2.0	-4	-3%	1%	-4%	?	-9%	7%
O=S(=O)(Nc1ccc2c(c1)nc1n2CCN(Cc2ccccc2)C1)c1ccccc1	15%	-1.9	/	6%	-17%	0%	i	0%	0%
COc1ccc(-c2oc3c(c2C#CC(C)(C)O)C(OC)CCC3)cc1 (stereo not drawn)	-3%	-0.4	-1	3%	-6%	4%	i	-17%	7%
COc1ccc(-c2csc(NC(=O)c3ccco3)n2)cc1	15%	0.4	4	-4%	-9%	-2%	-10%[57.5 µM]	6%	1%
O=C1N(Cc2cccc(C(F)(F)F)c2)c2ccccc2S(=O)(=O)N1c1cccc(Cl)c1	/	/	/	-1%	/	-4%	i	/	?
COc1ccc(CCNC(=O)CCc2c(C)nc3c(c(C)nn3-c3ccc(C)c(C)c3)c2C)c(OC)c1OC	/	/	/	-3%	/	-1%	i	/	-11%
O=C(COC(=O)C1CCC1)c1c[nH]c2ccccc12	10%	0.3	-2	-12%	-2%	17%	-19%	-8%	24%
C[C@H](CO)N1C[C@H](C)[C@@H](CN(C)Cc2ccncc2)Oc2ccc(NC(=O)Cn3cnnn3)cc2C1=O	-7%	-2.8	2	25%	-23%	-3%	-12%	-10%	13%
Cc1ccc(C(=O)NCc2ccccn2)cc1S(=O)(=O)N1CCOCC1	15%	-0.4	7	6%	-3%	9%	-2%	5%	16%

The list itself, from the first entry:
SMILES	EPAC1 ag	IL2 activator	PI5P4Ka inh	HEK293 tox	PLK1 PBD block	GLP-1R agonist	PTHR1 ag	EPAC1 antagonist	GLP1R inv ag
CC1(C)Oc2cc3oc(C(=O)O)cc(=O)c3cc2-c2ccccc21	6%	-0.3	?	4%	-11%	-2%	-18%	-1%	6%
COc1ccc(-c2sc3ccc(OC)cc3c2-c2ccc(OC)nc2)cc1	-4%	1.4	19	-13%	?	1%	i	1%	?
CSCCC(NC(=O)c1ccccc1)C(=O)NNC(=O)c1ccccc1 (stereo not drawn)	9%	2.0	-4	-3%	1%	-4%	?	-9%	7%
O=S(=O)(Nc1ccc2c(c1)nc1n2CCN(Cc2ccccc2)C1)c1ccccc1	15%	-1.9	/	6%	-17%	0%	i	0%	0%
COc1ccc(-c2oc3c(c2C#CC(C)(C)O)C(OC)CCC3)cc1 (stereo not drawn)	-3%	-0.4	-1	3%	-6%	4%	i	-17%	7%
COc1ccc(-c2csc(NC(=O)c3ccco3)n2)cc1	15%	0.4	4	-4%	-9%	-2%	-10%[57.5 µM]	6%	1%
O=C1N(Cc2cccc(C(F)(F)F)c2)c2ccccc2S(=O)(=O)N1c1cccc(Cl)c1	/	/	/	-1%	/	-4%	i	/	?
COc1ccc(CCNC(=O)CCc2c(C)nc3c(c(C)nn3-c3ccc(C)c(C)c3)c2C)c(OC)c1OC	/	/	/	-3%	/	-1%	i	/	-11%
O=C(COC(=O)C1CCC1)c1c[nH]c2ccccc12	10%	0.3	-2	-12%	-2%	17%	-19%	-8%	24%
C[C@H](CO)N1C[C@H](C)[C@@H](CN(C)Cc2ccncc2)Oc2ccc(NC(=O)Cn3cnnn3)cc2C1=O	-7%	-2.8	2	25%	-23%	-3%	-12%	-10%	13%
Cc1ccc(C(=O)NCc2ccccn2)cc1S(=O)(=O)N1CCOCC1	15%	-0.4	7	6%	-3%	9%	-2%	5%	16%
COc1ccc(C(=O)N[C@H](C(=O)Nc2ccc(OC)nc2)C(C)C)cc1	-2%	0.2	-6	-17%	-7%	-1%	-1%[57.5 µM]	1%	18%
COc1cc2c(cc1OC)CN(CC(=O)Nc1ccc(F)cc1)CC2	-3%	-1.3	?	-1%	-12%	10%	-2%	6%	2%
Clc1ccc(Cn2nnc(-c3ccc(N4CCOCC4)cc3)n2)cc1	3%	-2.2	/	10%	-3%	0%	-20%[57.5 µM]	18%	10%
O=C(Nc1ccccc1F)c1ccc(CSc2ncccn2)cc1	7%	-0.4	2	-1%	-13%	7%	-28%	-11%	5%
Cc1nc(N2CCOCC2)nc(N2CCN(c3ccccc3)CC2)c1[N+](=O)[O-]	11%	-0.2	11	5%	-6%	0%	-14%	2%	?
Cc1nc(-c2ccc(F)cc2)c(CC(=O)N(C)CC(=O)Nc2cccc(F)c2)s1	4%	-1.0	2	-10%	-2%	7%	i	-4%	-12%
CC(=O)Nc1ccc(/C=C/c2ccc3c([N+](=O)[O-])cccc3n2)cc1	2%	-1.2	-9	-9%	-3%	4%	-12%	10%	-1%
CSc1nnc(C(C)c2ncc(C(F)(F)F)cc2Cl)n1C (stereo not drawn)	-6%	-0.7	6	-3%[7.66 µM]	?	3%	?	2%	2%[7.66 µM]
COc1ccc2c(c1)cc(CNc1ccc(OC)c(OC)c1)c(=O)n2CC(=O)Nc1ccccc1C	/	/	/	-5%	/	2%	i	/	5%
CCC(=O)Nc1c2c(nn1-c1ccc(F)cc1)CS(=O)(=O)C2	-4%	0.3	5	-11%	0%	4%	i	15%	27%
CCCS(=O)(=O)NC(=O)C1(C)CCN(C(=O)c2ccc(F)c(C)c2)C1 (stereo not drawn)	-9%	-0.3	0	-2%	-4%	-2%	i	-1%	15%
O=S(=O)(c1cnccc1N1CCN(CCO)CC1)N1CCCCC1	2%	0.1	-6	4%	7%	1%	i	-5%	0%
CCCOc1ccc(/C=N/NC(=O)C(C)Sc2ccccn2)cc1OCC (stereo not drawn)	9%	3.4	0	3%	2%	23%	i	-14%	3%
CCOc1ccc(-c2nnc(-c3cccnc3)o2)cc1OCC	0%	-0.5	/	7%	-1%	23%	-10%[57.5 µM]	6%	77%[activator]

(listing goes on)
SMILES	EPAC1 ag	IL2 activator	PI5P4Ka inh	HEK293 tox	PLK1 PBD block	GLP-1R agonist	PTHR1 ag	EPAC1 antagonist	GLP1R inv ag
O=C(Cc1cccc(NC(=O)C2CCCN(C(=O)C3CCCCC3)C2)c1)Nc1cccc(C(=O)N2CCCCC2)c1 (stereo not drawn)	-12%	0.2	1	-7%	-6%	2%	-1%	-7%	-9%
COCCNC(=O)C1(C)CCN(C(=O)C2(c3ccc(Cl)cc3)CCCC2)C1 (stereo not drawn)	6%	-0.7	-1	-6%	-5%	-2%	-19%	-9%	1%
CCOC(=O)C1CCN(S(=O)(=O)c2ccc(C)c(C)c2)CC1	7%	1.7	10	-3%	-1%	15%	i	-1%	?
CCNC(=O)C(=O)Nc1ccc2c(c1)N(S(=O)(=O)c1cccs1)CCC2	1%	-1.3	2	-5%	-1%	2%	-29%	1%	?
OC(COC(c1ccccc1)c1ccccc1)CN1CCc2ccccc2C1 (stereo not drawn)	6%	-3.2	10	-1%	-8%	?	i	-16%	10µM*
S=C(NCc1ccco1)Nc1ccc(Cl)c(Cl)c1	18%	1.2	/	-11%	-14%	0%	i	-12%	10µM*
CC1CCC(CN2C(Nc3ccccc3)=NC[C@@H]2C)CC1 (stereo partly drawn)	-1%	-3.1	-3	8%	?	1%	-21%	-3%	-3%
COc1ccc2[nH]c3c(Cl)ncnc3c2c1	-8%	0.0	11	2%	-12%	-13%	i	-2%	8%
CCCn1c(=O)[nH]c(=O)c2c(C(F)(F)F)cc(-c3ccc(C)cc3)nc21	-1%	-2.5	1	-1%	7%	-4%	i	0%	20%
CN1C2C=C3C(C#N)=C(N)C(C#N)(C#N)[C@@H](c4ccsc4)[C@@H]3C1CC2 (stereo partly drawn)	2%	-4.8	-14	-4%	-10%	-11%	i	11%	-4%
O=C(COc1ccccc1)NC1CCCCCCC1	4%	-2.2	-1	0%	-4%	5%	-20%	7%	11µM*
CCc1ccc(C(=O)c2cn(CC(=O)Nc3ccc(F)c(F)c3)c3cc(OC)c(OC)cc3c2=O)cc1	/	/	/	4%	/	-3%	-27%	/	-21%
O=C(CN1CCC(n2nnc3cc(C(F)(F)F)ccc32)CC1)N1CCc2ccccc21	0%	0.1	/	5%	-8%	-3%	6%[57.5 µM]	-3%	-13%
Cc1ccccc1CN1CCC(CNC(=O)C2CCCN(c3ncnc4c3nc3n4CCCCC3)C2)CC1 (stereo not drawn)	-6%	-4.1	2	-23%	-1%	-3%	0%	4%	?
CC(OC(=O)c1ccc(S(=O)(=O)N2CCCCC2)cc1)C(=O)NC1CCCCC1C (stereo not drawn)	-6%	-0.2	0	-4%	3%	2%	-40%[inhibitor]	14%	1%
O=C(O)c1sccc1S(=O)(=O)N1CCOCC1	0%	-0.5	5	-2%	-1%	-6%	i	-9%	13%
COc1ccccc1N1CCN(S(=O)(=O)c2ccc(-c3ccc(=O)[nH]n3)o2)CC1	17%	-3.8	-1	-12%	-11%	2%	-6%	0%	20%
CC(C)(C)NC(=O)CN1C(=O)c2cccc3cccc1c23	9%	-1.0	1	-1%	-6%	-2%	i	-9%	-19%
O=C(Nc1c(C(=O)C2CC2)oc2ccccc12)c1ccc(Cl)cc1	0%	-0.9	1	-2%	-18%	-3%	-17%	3%	7%

Compounds shown so far that contain a COOH group (two):
SMILES	EPAC1 ag	IL2 activator	PI5P4Ka inh	HEK293 tox	PLK1 PBD block	GLP-1R agonist	PTHR1 ag	EPAC1 antagonist	GLP1R inv ag
CC1(C)Oc2cc3oc(C(=O)O)cc(=O)c3cc2-c2ccccc21	6%	-0.3	?	4%	-11%	-2%	-18%	-1%	6%
O=C(O)c1sccc1S(=O)(=O)N1CCOCC1	0%	-0.5	5	-2%	-1%	-6%	i	-9%	13%
